Bioassay records as filed in PubChem.
Wnt bcat act – Wnt/beta-catenin pathway activators, primary screen, cell-based, plate reader, single point; 300,000 tested, 1.2% active; activation, % at 9.35 µM; AID 743398, 2014; Wnt/beta-catenin reporter cell assay, activator; in the data active = activation above about 30%, passing the limit was not always enough;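 also: 0% = neutral control wells and 100% = positive control wells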
E coli growth – E. coli V3065 growth inhibition, primary screen, counter-screen for AddAB inhibitor project, absorbance, OD600; inhibition, % at 11.9 µM; 330,000 tested, 0.27% active; 18 h; AID 449728, 2010;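 active = inhibition above the campaign's mean inhibition across all tested compounds plus 3 SD, cut at about 9.9% in these data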;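 also: uninfected addAB+ strain grown without phage in ampicillin broth; 0% = DMSO wells and 100% = ciprofloxacin 0.95 µg/ml wells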
AddAB inh – growth inhibition of E. coli expressing H. pylori AddAB, primary screen, AddAB inhibitor project, absorbance | inhibition, % at 11.9 µM | 330,000 tested, 0.29% active; in the data active = inhibition above about 12%;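 also: 0% = vehicle wells of infected cells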
Tat transport – E. coli Tat export inhibitors, primary screen, MC4100, TorA-mCherry reporter, fluorescence, single point | inhibition, % at 10 µM | 340,000 tested, 0.036% active | AID 488895, 2010;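 active = mean replicate inhibition at least 50% and at least half of replicates individually reaching 50%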;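 also: exported cargo escapes ClpAP degradation while cytoplasmic cargo is degraded and loses fluorescence; 0% = median of neutral control wells and 100% = median of NaSCN control wells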
phage Ecoli inh – growth loss of phage-infected E. coli, primary screen, RecBCD inhibitor project, absorbance, with phage, HTS; inhibition, % at 11.9 µM; 360,000 tested, 0.26% active; in the data active = inhibition above about 11%
* hit, by the source's call; nt = no result given. These rows are one share of the data; count on the stated rates, not on these rows.

cpd	SMILES	Wnt bcat act	E coli growth	AddAB inh	Tat transport	phage Ecoli inh
1	O=Cc1cc2cc3c(cc2nc1Cl)OCCO3	nt	0.4	-1.8	nt	nt
2	CC1(C)Cc2c(c(-c3ccccc3)nc3sc4c(=O)[nH]c(=S)[nH]c4c23)CO1	nt	4.3	-0.4	nt	nt
3	C#CCOCCOCCOCCNc1nc(N2CCN(C(=O)[C@H](CCCCN)n3cc([C@@H](N)CO)nn3)CC2)nc(N2CCN(C(=O)[C@H](Cc3cc4ccccc4[nH]3)n3cc([C@@H](N)CC(C)C)nn3)CC2)n1	nt	-3.1	0.6	nt	nt
4	O=C(c1ccc(N2CCCCCC2)c([N+](=O)[O-])c1)N1CCc2ccccc21	nt	-1.4	-2.2	nt	nt
5	O=C(O)CC12CC3CC(C1)CC(n1ncc(NCc4ccc5c(c4)OCO5)c(Cl)c1=O)(C3)C2	nt	-1.1	3.1	nt	nt
6	COc1ccc(Nc2sc(C(=O)Nc3cccc(Cl)c3)c(N)c2C(=O)Nc2ccccc2OC)cc1	nt	-1.5	2.1	nt	nt
7	O=C1N[C@H](Cc2ccccc2)C(=O)N[C@H]1Cc1cn(S(=O)(=O)c2ccccc2)c2ccccc12	nt	-1.2	3.9	nt	nt
8	CCOC(=O)OC(C)OC1=C(C(=O)Nc2ccccn2)N(C)S(=O)(=O)c2ccccc21 (stereo not drawn)	nt	-0.1	-0.6	nt	nt
9	COc1cccc(C=Nc2cccnc2)c1O	nt	-0.9	3.6	nt	nt
10	Cc1ccc(NCc2ccc(C)s2)cc1	nt	-3.7	2.6	nt	nt
11	Cc1nn(Cc2ccccc2)c(C)c1NC(=O)CSc1nc2sc3c(c2c(=O)n1C)CCC3	nt	1.7	1.7	nt	nt
12	CCOC(=O)C1=C(C)OC(N)=C(C#N)C1c1cc2ccccc2nc1N1CCCCC1 (stereo not drawn)	nt	-0.7	1.9	nt	nt
13	Clc1ccc(-c2n[nH]c3c2Cc2ccccc2-3)cc1Cl	nt	0.7	-1.9	nt	nt
14	COC/C=C/C1=CC2=CC(=O)C(C)(O)C(=O)C2=CO1 (stereo not drawn)	nt	-2.2	2.3	nt	nt
15	CC1(C(=O)Nc2cccc(C(F)(F)F)c2)CO1 (stereo not drawn)	nt	-1.0	0.5	nt	nt
16	O=C(O)c1cn(Cc2cccnc2)c(=O)c2ccccc12	nt	0.2	2.8	nt	nt
17	O=C(NC1CC2CCCC(C1)N2Cc1cccs1)c1ccc([N+](=O)[O-])cc1 (stereo not drawn)	nt	2.4	3.4	nt	nt
18	COCCn1c(SCc2cc(=O)n3cc(C)ccc3n2)nc2ccccc2c1=O	nt	-3.0	-0.8	nt	nt
19	C[C@@H]1CCCCCCCCC(=O)OCCN(C(=O)OC(C)(C)C)[C@H](C)CCCCCCCCC(=O)OCCN(C(=O)OC(C)(C)C)[C@H](C)CCCCCCCCC(=O)OCCN1C(=O)OC(C)(C)C	nt	0.6	2.9	nt	nt
20	COc1ccc2c(c1)/C(=N/N1C(=O)c3ccccc3C1=O)C(=O)N2	nt	1.7	2.0	nt	nt
21	Cc1ccc(/C([O-])=C(/C(=S)NCc2ccco2)[n+]2ccccc2)cc1	nt	1.0	1.0	nt	nt
22	Nc1ncnc2c1ncn2[C@@H]1O[C@H](CO)C[C@@H]1O	nt	2.0	-0.2	nt	nt
23	O=C(COc1ccccc1)Nc1ccc(Cl)cc1Cl	nt	-1.3	0.9	nt	nt
24	COc1ccnc(CS(=O)c2nc3cc(OC(F)F)ccc3[nH]2)c1OC (stereo not drawn)	nt	-1.6	-1.3	nt	nt
25	C/C=C\C=C\C(=O)Nc1cccc(C2=NOC3(C2)C[C@H](C(N)=O)N(C(=O)c2ccccc2C(=O)c2ccccc2)C3)c1 (stereo partly drawn)	nt	-1.7	-1.5	nt	nt
26	COc1cc(NS(=O)(=O)c2ccc(N)cc2)ncn1	nt	15.5*	21.3*	nt	nt
27	O=C1c2cccnc2C(Nc2ccc(Br)cc2Br)N1Cc1cccs1 (stereo not drawn)	nt	-2.7	-1.6	nt	nt
28	CC(=O)Nc1ccc(/C(C)=N\NC(=O)c2ccc(-c3ccccc3)cc2)cc1	nt	-3.3	0.0	nt	nt
29	CCCc1nc2c(C)cc(-c3nc4ccccc4n3C)cc2n1Cc1ccc(-c2ccccc2C(=O)O)cc1	nt	-1.3	-0.5	nt	nt
30	O=c1[nH]c(/C=C/c2ccc(Br)cc2)nc2c1cnn2-c1ccccc1	nt	2.1	6.0	nt	nt
31	COCCn1c(N/N=C(C)/C=C/c2ccccc2)nc2c1c(=O)[nH]c(=O)n2C	nt	2.5	1.2	nt	nt
32	O=C(N/N=C/c1ccccc1O)c1cc(=O)[nH]c2ccccc12	nt	1.3	-1.1	nt	nt
33	COc1ccc(-n2c(SCC(=O)Nc3ncc(Cl)cc3Cl)nc3ccccc32)cc1	nt	-0.4	2.4	nt	nt
34	COC(=O)C1(C)Cc2cc(OC(C)=O)c(OC(C)=O)cc2N1 (stereo not drawn)	nt	2.9	-0.6	nt	nt
35	CCCCCC#CCC#CCC#CCC#CCCCC(=O)O	nt	-0.5	-0.9	2.6	nt
36	CCOC(=O)Cc1ccc(Nc2nc(NCCOC)nc3ccsc23)cc1	-0.6	nt	nt	nt	-0.5
37	CC(C)(C)C1CCN2CCC[C@](c3ccccc3)(C1)[C@@]21CO1 (stereo partly drawn)	-2.4	nt	nt	nt	2.1
38	CCOC(=O)[C@]12CCC=C1N(Cc1ccc(Cl)cc1Cl)C(=O)[C@H](CC(=O)NCc1ccc(C)o1)C2	-1.9	nt	nt	nt	-1.0
39	Cc1c(C(=O)N2CCC(C)(C(=O)NS(=O)(=O)C3CC3)C2)oc2ccccc12 (stereo not drawn)	4.0	nt	nt	nt	-1.2
40	Cc1cccc(-n2cnc3cc(C(=O)NCCN4CCOCC4)ccc32)c1	9.2	nt	nt	nt	1.8
41	CSc1ccc(SC2CN(Cc3ccc(C)cc3)S(=O)(=O)C2)cc1 (stereo not drawn)	-0.9	nt	nt	nt	3.7
42	O=C(Nc1nnc([C@@H]2C[C@H](O)[C@@H](CO)O2)s1)NC(c1ccccc1)c1ccccc1	-6.5	nt	nt	nt	4.1
43	COc1ccccc1N1CCN(C(=O)c2[nH]c(C(F)(F)F)nc2-c2ccccc2)CC1	-12.6	nt	nt	nt	3.2
44	COc1ccccc1CNS(=O)(=O)c1ccc(F)cc1Br	-1.9	nt	nt	nt	-0.1
45	CCOC(=O)[C@@H]1CSCCS(=O)(=O)N1Cc1ccc(C(F)(F)F)cc1	-1.4	nt	nt	nt	3.3
46	CCCCN1C(=O)C(CC(=O)NCC2CCCCC2)CC(C(=O)N(C(C)C)C(C)C)=C1C (stereo not drawn)	-1.8	nt	nt	nt	2.3
47	COc1cccc(-c2cnc(C(O)c3ccc(-c4ccccc4)cc3)[nH]2)c1 (stereo not drawn)	1.3	nt	nt	nt	7.7
48	CC(=O)OCCN1c2ccccc2Sc2cnccc21	-2.1	nt	nt	nt	3.8
49	CC(c1nc2ccccc2[nH]1)n1c(=O)c(-c2cccnc2)nc2ccccc21 (stereo not drawn)	-3.8	nt	nt	nt	3.1
50	Cn1nc(C(C)(C)C)cc1C(=O)N1CCCCC1c1cc(C(=O)NCc2ccccc2)no1 (stereo not drawn)	-1.4	nt	nt	nt	1.0
51	C=Cc1ccc(Cn2c(C)c(C(=O)NCc3ccc(C#N)cc3)sc2=O)cc1	-7.2	nt	nt	nt	3.2
52	Cc1ccc(S(=O)(=O)N2[C@H](c3ccccc3)CC(=O)[C@@H]3CN(S(=O)(=O)c4ccccc4)[C@H](c4ccccc4)C[C@@H]32)cc1	-2.5	nt	nt	nt	-0.3
53	CSc1ccc(C(O)c2ncc(-c3cccc(F)c3)[nH]2)cc1 (stereo not drawn)	-4.9	nt	nt	nt	4.4
54	CCOC(=O)C1=C[C@@H](C(C)(C)C)N(S(=O)(=O)c2ccc(C)cc2)[C@H]1c1ccc(C#N)cc1	-7.5	nt	nt	nt	5.1
55	Cc1cccc(C)c1-n1nnnc1C(c1cccs1)N1CCN(C/C=C/c2ccccc2)CC1 (stereo not drawn)	-2.8	nt	nt	nt	5.3
56	Brc1cccc(CN2CCN(c3ncc(Cc4ccccc4)cn3)CC2)n1	-4.5	nt	nt	nt	2.9

(next part)
cpd	SMILES	Wnt bcat act	E coli growth	AddAB inh	Tat transport	phage Ecoli inh
57	Cn1cnc(S(=O)(=O)N2CCCCC2c2cc(C(=O)Nc3ccccc3Cl)no2)c1 (stereo not drawn)	3.6	nt	nt	nt	-0.7
58	O=c1cc(CN2CCCCCCC2)c2c(ccc3ccccc32)o1	-4.0	nt	nt	nt	3.2
59	N#Cc1ccc(-c2nc3c4ccccc4ccn3c2Cc2ccsc2)cc1	1.4	nt	nt	nt	2.1
60	CCCCN(C=O)c1c(CC)nc2c(OCc3cccc(Cl)c3)cccn12	-1.8	nt	nt	nt	-0.8
61	CCc1nc2ccc(C(=O)NCCOc3ccc(OC)cc3)cn2c1N(CC)CCOC	-3.1	nt	nt	nt	1.2
62	CC(C)CC1C(=O)N(Cc2cn(CCC3OCCO3)nn2)CCS(=O)(=O)N1Cc1ccc(-c2ccccc2)cc1 (stereo not drawn)	-3.8	nt	nt	nt	0.2
63	CC(=O)Nc1cccc(-c2ccnc3c2CC(C)(C(=O)NCc2ccncc2)O3)c1 (stereo not drawn)	0.8	nt	nt	nt	0.5
64	COc1cccc(CNc2nc3cc(-c4ccc(F)cc4)sc3c(=O)n2C)c1	-1.6	nt	nt	nt	2.5
65	Cc1cccc(N2CCN(C(C(=O)NCc3ccccc3)c3ccco3)CC2)c1C (stereo not drawn)	-4.4	nt	nt	nt	-1.2
66	CCC(C)CN1C(=O)CN(S(C)(=O)=O)CC1(C)C(=O)NC(C)C (stereo not drawn)	-1.7	nt	nt	nt	-0.1
67	COCCNC(=S)N(C)[C@H]1C[C@H]2c3[nH]c4c(-c5ccccc5)cccc4c3CCN2C(=O)[C@H]1[C@H](C)O	1.9	nt	nt	nt	3.0
68	COc1ccc(NC(=O)Nc2nc(C(N)C3CCCCC3)cs2)cc1 (stereo not drawn)	-0.8	nt	nt	nt	-2.8
69	CC(C)=CCC[C@H](C)CC1Cc2[nH]c(=S)[nH]c(=O)c2C(c2ccc(F)cc2)O1 (stereo partly drawn)	-1.1	nt	nt	nt	-0.1
70	O=CNc1cc(-c2ccc(C(=O)N3CCOCC3)cc2)cn2c(-c3ccc(F)cc3)cnc12	-3.6	nt	nt	nt	3.6
71	COC(=O)[C@]12C[C@H](CC(=O)N3CCN(C(=O)c4ccco4)CC3)C(=O)N(Cc3ccccc3)C1=C[C@H](C(C)(C)C)O[C@@H]2C	-1.4	nt	nt	nt	2.4
72	COc1cccc(NC(=O)C2(C)CCCN2C(=O)C(C)C)c1OC (stereo not drawn)	-2.1	nt	nt	nt	1.8
73	CC(=O)Oc1cc(C)c(Cl)c2c(OC(C)=O)cc(C(C)=O)c(O)c12	-1.1	nt	nt	nt	2.8

In the list so far, 10 have a thiophene ring, fused or not.
cpd	SMILES	Wnt bcat act	E coli growth	AddAB inh	Tat transport	phage Ecoli inh
2	CC1(C)Cc2c(c(-c3ccccc3)nc3sc4c(=O)[nH]c(=S)[nH]c4c23)CO1	nt	4.3	-0.4	nt	nt
6	COc1ccc(Nc2sc(C(=O)Nc3cccc(Cl)c3)c(N)c2C(=O)Nc2ccccc2OC)cc1	nt	-1.5	2.1	nt	nt
10	Cc1ccc(NCc2ccc(C)s2)cc1	nt	-3.7	2.6	nt	nt
11	Cc1nn(Cc2ccccc2)c(C)c1NC(=O)CSc1nc2sc3c(c2c(=O)n1C)CCC3	nt	1.7	1.7	nt	nt
17	O=C(NC1CC2CCCC(C1)N2Cc1cccs1)c1ccc([N+](=O)[O-])cc1 (stereo not drawn)	nt	2.4	3.4	nt	nt
27	O=C1c2cccnc2C(Nc2ccc(Br)cc2Br)N1Cc1cccs1 (stereo not drawn)	nt	-2.7	-1.6	nt	nt
36	CCOC(=O)Cc1ccc(Nc2nc(NCCOC)nc3ccsc23)cc1	-0.6	nt	nt	nt	-0.5
55	Cc1cccc(C)c1-n1nnnc1C(c1cccs1)N1CCN(C/C=C/c2ccccc2)CC1 (stereo not drawn)	-2.8	nt	nt	nt	5.3
59	N#Cc1ccc(-c2nc3c4ccccc4ccn3c2Cc2ccsc2)cc1	1.4	nt	nt	nt	2.1
64	COc1cccc(CNc2nc3cc(-c4ccc(F)cc4)sc3c(=O)n2C)c1	-1.6	nt	nt	nt	2.5
